# Compound activity from PubChem.
# Lipid storage S3 – qHTS Assay for Lipid Storage Modulators in Drosophila S3 Cells; Drosophila S3 cells, BODIPY lipid droplet fluorescence, 18-24 h; cells fed with added oleic acid; Potency in µM for hits, for the others lipid storage change, negative = inhibition, % at the top dose, mostly 46.1 µM; hit rate 0.64% among 320,000; active = well fitted inhibition curve with a large enough effect in the signal ratio, with a control signal flat, not every such curve was filed as active; inconclusive = small, poorly fitted or top-dose-only effect, or effect the other way, or a change in a side signal; the % refers to the signal ratio
#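 Laser-scanning cytometry quantifies lipid droplet accumulation (500–530 nm total intensity; droplet/cell object ratio) in oleic acid-fed (400 uM added) Drosophila S3 cells treated with a concentration series. 20 uM Triacsin C defined 100% inhibition.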
# Lipid storage S3 cell count max – further read-out of Lipid storage S3, marked with its call; cell number change, %; measured here: cell count max response;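 cells counted by Cell Tracker Red CMTPX staining in the red channel; peak over a dose series mostly up to 46.1 µM; percent activity relative to internal control wells on each plate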
# The depositor's hits bear a star; i = inactive; ? = inconclusive; . = not tested or not shown. % is scaled to controls: 0 for no effect and ±100 for the full control effect; potency is read from the fitted curve at half-maximal effect.
# The first six entries (preview)
mol | Lipid storage S3 | Lipid storage S3 cell count max
C/C=C/C=C\C(=O)Nc1cccc(C2=NOC3(C2)C[C@@H](C(N)=O)N(C(=O)c2cc([N+](=O)[O-])cc([N+](=O)[O-])c2C)C3)c1 (stereo partly specified) | 7% | 14
CC1CCCN(C(=O)C23CCC(C)(C(=O)C2)C3(C)C)C1 (stereo unspecified) | i | -5
Cc1ccccc1NC(=O)c1ccco1 | ? | .
CCNC(=O)c1cccc(NC(=O)c2cc(C3CC3)nc3c2cnn3C(C)C)c1 | ? | .
Cn1c2ccccc2c2c(C(=O)NCC3CCCO3)cn(C3CCCC3)c(=O)c21 (stereo unspecified) | i | .
CC/C(=N\NC(=O)CSc1ncccn1)c1ccc2c(c1)OCCO2 | ? | .

# This part in full, from the first entry:
mol | Lipid storage S3 | Lipid storage S3 cell count max
C/C=C/C=C\C(=O)Nc1cccc(C2=NOC3(C2)C[C@@H](C(N)=O)N(C(=O)c2cc([N+](=O)[O-])cc([N+](=O)[O-])c2C)C3)c1 (stereo partly specified) | 7% | 14
CC1CCCN(C(=O)C23CCC(C)(C(=O)C2)C3(C)C)C1 (stereo unspecified) | i | -5
Cc1ccccc1NC(=O)c1ccco1 | ? | .
CCNC(=O)c1cccc(NC(=O)c2cc(C3CC3)nc3c2cnn3C(C)C)c1 | ? | .
Cn1c2ccccc2c2c(C(=O)NCC3CCCO3)cn(C3CCCC3)c(=O)c21 (stereo unspecified) | i | .
CC/C(=N\NC(=O)CSc1ncccn1)c1ccc2c(c1)OCCO2 | ? | .
O=C1[C@@H]2C3C=CC(O3)[C@@H]2C(=O)N1c1ccccc1 | ? | .
[O-]/[N+](=C/c1ccccc1)c1ccccc1 | ? | .
CCCn1c(=S)[nH]c2cc(C(=O)N(CCO)Cc3ccccc3)ccc2c1=O | ? | .
CCOC(=O)c1c(NC(=O)CSc2nnc(C)c(=O)[nH]2)sc2c1CCCC2 | ? | .
Cc1cccc(-n2c(Cc3cc(=O)[nH]c(=O)[nH]3)nnc2SCC(=O)Nc2cccc(C(F)(F)F)c2)c1 | 5% | 6
S=C(Nc1cccc(Cl)c1)NC1CC2CCCC(C1)N2C1CCCC1 (stereo unspecified) | ? | .
COc1ccc(C(=O)O)cc1NCc1cccnc1 | ? | .
CCOC(=O)CSC1=C(C#N)C(c2ccccc2F)C(C(C)=O)=C(C)N1 (stereo unspecified) | -13% | 13
COc1ccc(N2C(=O)CC(c3ccc(OC(C)C)cc3)C2=O)cc1 (stereo unspecified) | ? | .
COc1ccccc1CNC(=O)C1CCC(CNS(=O)(=O)c2ccccc2)CC1 (stereo unspecified) | 1% | 13
O=C(CSc1nc2ccccc2s1)N1c2ccccc2Sc2ccc(C(F)(F)F)cc21 | 2% | -1
COc1ccc(CCNC(=O)Cc2c(Cl)cccc2Cl)cc1 | ? | .
O=C(c1cnn(-c2ccccc2)c1)c1ccccc1O | -1% | -7
CCC/C(C)=N/NC(=O)c1ccccc1O | 0% | 9

# Next part; it opens with the 2 that closed the last part.
mol | Lipid storage S3 | Lipid storage S3 cell count max
O=C(c1cnn(-c2ccccc2)c1)c1ccccc1O | -1% | -7
CCC/C(C)=N/NC(=O)c1ccccc1O | 0% | 9
Cc1nnc(SCC(=O)Nc2nsc(-c3ccc(Cl)cc3)n2)s1 | ? | .
CC[N+]1(C)CCC(=C2c3ccccc3CC(=O)c3sccc32)CC1 (stereo unspecified) | ? | .
COc1ccccc1NC(=O)c1ccc(-n2cccn2)nc1 | -6% | 22
COc1ccc(N2C(=O)CSC2c2ccc([N+](=O)[O-])cc2)cc1 (stereo unspecified) | ? | .
CC(=O)Nc1cc(-c2ccc(F)cc2)[nH]n1 | ? | .
Cn1nnnc1SCC(=O)NCc1cccc(C(=O)O)c1 | i | 21
Cc1cccc(NC(=S)NN2CCN(C)CC2)c1C | i | 19
CC(=O)Nc1nc2n(n1)C(c1ccc(F)cc1)C=C(c1ccccc1)N2 (stereo unspecified) | ? | .
FC(F)(F)COc1nc(N2CCCCC2)nc(N2CCNCC2)n1 | ? | .
CCn1c(SCC(=O)N2CCCc3ccccc32)nc2c(c1=O)SC(C)C2 (stereo unspecified) | ? | .
CCc1ccc(OCC(=O)OC2CCS(=O)(=O)C2)cc1 (stereo unspecified) | -6% | -12
Clc1ccc(Nc2nc3cccnc3s2)cc1 | ? | .
Cc1cccc(NC(=O)Nc2c(C)[nH]c(=O)[nH]c2=O)c1C | i | -8
O=C(O)CSc1nnc(-c2ccc3c(c2)OCO3)o1 | ? | .
C=C(C)[C@@H]1CC=C(CN2CCC(CCOC)(C(=O)OCC)CC2)CC1 | -10% | -8
CCCCCCc1nnc(N)s1 | ? | .
O=C1c2ccccc2C(=O)N1CC(=O)N1c2ccccc2Sc2ccc(C(F)(F)F)cc21 | ? | .
CCCCN(CC(=O)NC1CCCC1)C(=O)C(=O)Nc1ccc2c(c1)OCCO2 | ? | .
COc1cccc(/C=C2\N=C3CCCCCN3C2=O)c1 | ? | .
O=C(NCc1cccs1)c1ccc(S(=O)(=O)N2CCCCC2)cc1 | -10% | 11
CCCn1c(SCC(=O)NC(=O)NCc2ccco2)n[nH]c1=O | ? | .
O=C(Nc1ccc2ccccc2c1)c1cccc(F)c1 | ? | .
COCCNc1nnc(SCC(=O)NC(=O)c2ccc(Cl)cc2)s1 | ? | .
O=C(NNc1ccc(F)cc1)c1c(F)cccc1Cl | 18% | 1
COc1ccc(N2CCN(c3nc(=S)n(-c4ccccc4)c(C)c3C(C)=O)CC2)cc1 | i | 9
CCOC(=O)c1cccc(NC(=O)CSc2nnc(COc3ccccc3)n2CC)c1 | ? | .
CCOC(=O)c1ccc(NC(=O)c2n[nH]c(=O)c3ccccc23)cc1 | ? | .
COc1ccc(S(=O)(=O)N2CCN(C(=O)C3CCCO3)CC2)cc1 (stereo unspecified) | ? | .
COc1ccc2nc(N3CCCC3)[nH]c2c1 | ? | .
Cc1cc2nnc(SC(C)C#N)n2c2ccccc12 (stereo unspecified) | 1% | .
CCOC(=O)N1CCC(N(CCOC)C(=O)Nc2ccc(Cl)c(Cl)c2)CC1 | i | .
CSc1oc(-c2cccs2)nc1S(=O)(=O)c1ccccc1 | ? | .
CCc1ccc(CNC(=O)c2ccc(OC3CCN(C(C)=O)CC3)c(OC)c2)nc1 | ? | .
CC1(C)Cc2c(c(-c3ccco3)nc3sc4c(NCCCO)ncnc4c23)CO1 | -12% | .
Cc1cc(C)nc(SCC(=O)Nc2cc(C)on2)n1 | 9% | -21
CCn1c(-c2csc(-c3ccc(Cl)cc3)n2)n[nH]c1=S | ? | .
Cc1c(NC(=O)CN2C(=O)NC3(CCC(C)CC3)C2=O)c(=O)n(-c2ccccc2)n1C (stereo unspecified) | ? | .
O=C(Cn1cccc1C(=O)c1ccccc1)NCCc1ccccc1 | i | .
S=C(c1c[nH]c2ccc(Br)cc12)N1CCOCC1 | 6% | -13
CC(=O)c1ccc(NC2=C(N3CCOCC3)C(=O)c3ccccc3C2=O)cc1 | ? | .

# Next section
# Results follow in this order: Lipid storage S3	Lipid storage S3 cell count max
COc1ccc(C)cc1NC(=O)c1ccc(N(C)S(C)(=O)=O)cc1
  ?	.
Cc1ccc(S(=O)(=O)CCSc2cccc(C(=O)Nc3ccccc3C(=O)O)c2)cc1
  21%	-8
COc1ccc(N/C=C/C(=O)c2cc(OC)c(OC)c(OC)c2)cc1
  ?	.
CCN(CC)C(=O)C1CCCN(C(=O)Nc2ccccc2)C1 (stereo unspecified)
  ?	.
O=C(Oc1csc(=S)n1C(=O)c1ccccc1)c1ccccc1
  ?	.
COC(=O)CCc1c(C)c(C(=O)c2cccc(OC)c2OC)c2ccccn12
  16%	10
O=C(COC(=O)c1cc[n+]([O-])cc1)Nc1ccc(Br)cc1
  ?	.
O=C(Nc1ccccc1-c1ccccc1)C1CCCC1
  ?	.
S=C1NCN(Cc2cccnc2)CN1c1cccc(Cl)c1
  1%	-12
Cc1cc2c(cc1C)NC(=O)CC(C(F)(F)C(F)(F)C(F)(F)F)=N2
  ?	.
COC(=O)c1ccc(C(=O)OC)c(NC(=S)N2CCC(C)CC2)c1
  ?	.
COc1cc(C(=O)N/N=C(\C)c2ccc(NC(=O)Cc3ccccc3)cc2)ccc1O
  ?	.
Cc1cc2oc(=O)cc(CN3CCc4ccccc43)c2cc1Cl
  ?	.
CCCn1nnnc1NCc1ccccc1Cl
  ?	.
CCOc1cc(NC(=O)C2CC2)c(OCC)cc1NC(=O)c1cccnc1
  ?	.
O=C(NC1CCCCC1)c1cc(-c2ccccc2O)on1
  ?	.
O=C(Nc1ccc(N2CCCC2=O)cc1)c1cccc(F)c1
  i	.
CCCCOC(=O)c1nnc(-c2ccc(Cl)cc2)o1
  0%	28
CC(NC(=O)/C(C#N)=C/c1cn[nH]c1-c1ccccc1)c1ccccc1 (stereo unspecified)
  ?	.
C/C(=C\C(=O)c1cccnc1)Nc1ccc(C(=O)O)cc1
  i	23
COc1ccc(NC(=O)c2cccc(S(=O)(=O)N3CCCCC3)c2)c(OC)c1
  ?	.
COc1ccccc1NS(=O)(=O)c1ccc(C)c(C(=O)NCC(c2ccco2)N(C)C)c1 (stereo unspecified)
  24%	16
CCc1noc(C)c1C(=O)N1CCOCC1
  ?	.
COc1ccccc1N1CCN(C(C)C(=O)N2CC(C)OC(C)C2)CC1 (stereo unspecified)
  -12%	9
c1coc(CNc2nc(-c3ccncc3)cs2)c1
  6%	-12
N/C(CN1CCCCC1)=N\S(=O)(=O)c1cc(Cl)cc(Cl)c1
  ?	.
Cc1ccc(OCC(=O)N/N=C\c2ccc(O)c([N+](=O)[O-])c2)c([N+](=O)[O-])c1
  ?	.
COCCn1nnnc1CN(Cc1cc2cc(OC)c(OC)cc2[nH]c1=O)C1CCCC1
  -8%	-15
Cc1ccc(NC(=O)N2CCN(C)CC2)cc1NC(=O)N1CCN(C)CC1
  ?	.
N#C/C(=C\c1ccco1)C(=O)Nc1ccc(S(N)(=O)=O)cc1
  ?	.

# Next part (5 carried over from the part before).
# Results follow in this order: Lipid storage S3	Lipid storage S3 cell count max
N/C(CN1CCCCC1)=N\S(=O)(=O)c1cc(Cl)cc(Cl)c1
  ?	.
Cc1ccc(OCC(=O)N/N=C\c2ccc(O)c([N+](=O)[O-])c2)c([N+](=O)[O-])c1
  ?	.
COCCn1nnnc1CN(Cc1cc2cc(OC)c(OC)cc2[nH]c1=O)C1CCCC1
  -8%	-15
Cc1ccc(NC(=O)N2CCN(C)CC2)cc1NC(=O)N1CCN(C)CC1
  ?	.
N#C/C(=C\c1ccco1)C(=O)Nc1ccc(S(N)(=O)=O)cc1
  ?	.
CCOC(=O)C1C(=O)Nc2nc(C)nn2C1c1ccccc1 (stereo unspecified)
  i	.
Cc1c(C)n(Cc2ccccc2)c2ccc(C(=O)NCCCN3CCOCC3)cc12
  ?	.
Cc1c(NC2(C#N)CCCC2)c(=O)n(-c2ccccc2)n1C
  -1%	9
O=C(CN1CCN(S(=O)(=O)c2ccc(F)cc2)CC1)Nc1ccc(Cl)cn1
  i	16
Cc1cc(Cl)c2oc(C(=O)N3CCN(C(=O)c4ccco4)CC3)c(C)c2c1
  ?	.
CCOC(=O)c1sc(NC(=S)NC(=O)c2cccc(OC)c2)nc1C
  3%	-5
CCC(C)c1ccc(NC(=O)NCc2cccnc2)cc1 (stereo unspecified)
  i	-9
CCN(c1ccccc1)S(=O)(=O)c1cccc(C(=O)NCCN2CCOCC2)c1
  ?	.
Cc1ccc(CCNC(=O)C2CC(c3cc(C(F)(F)F)cc(C(F)(F)F)c3)=NO2)cc1 (stereo unspecified)
  -3%	9
CCOc1ccc(N2CC(C(=O)Nc3nnc(CC)s3)CC2=O)cc1 (stereo unspecified)
  ?	.
Cc1ccccc1NC(=O)CN1C(=O)NC2(CCCCC2)C1=O
  ?	.
COc1cccc(Nc2ccc(-n3ccnc3)nn2)c1
  13%	10
C=C(C)CNC(=S)NNC(=O)CCn1c2ccc(Cl)cc2c2cc(Cl)ccc21
  ?	.
CC(=O)N1c2ccc(S(=O)(=O)N3CCC(C(=O)Nc4ccc(F)cc4)CC3)cc2CC1C (stereo unspecified)
  i	-4
Cc1nn(CC(=O)O)c(C)c1N
  ?	.
COCCCn1c(SCC(=O)N2CCOCC2)nc2cc(Cl)ccc2c1=O
  ?	.
COc1ccc(CCn2c(=O)[nH]c3cc(C(=O)NCCN4CCOCC4)ccc3c2=O)cc1OC
  i	10
CCOC(=O)c1c(NC(=O)C2COc3ccccc3O2)sc2c1CC(C)(C)NC2(C)C (stereo unspecified)
  ?	.
CCS(=O)(=O)N1CCC(C(=O)c2ccc(Cl)cc2)CC1
  -8%	.
CCOC(=O)c1ccc(S(=O)(=O)Nc2ccc3cn[nH]c3c2)cc1
  -3%	8
COc1cc(/C=C/C(=O)NNC(=O)c2cccc(S(=O)(=O)N(C)C)c2)cc(OC)c1OC
  ?	.
COc1ccc2oc(C(=O)Nc3nc(-c4ccccn4)cs3)c(C)c2c1
  ?	.
Cc1cc(=O)[nH]c(SCC(=O)c2ccc(O)c(O)c2)n1
  ?	.
Fc1ccccc1N1CCN(c2ncnc3[nH]ncc23)CC1
  i	-3
O=C(CSCc1n[nH]c(=O)[nH]1)NCCOc1cccc(Oc2ccccc2)c1
  ?	.
COC(=O)c1ccc(CSc2cc(C)c3cccc(C)c3n2)o1
  ?	.
Cc1ccc(S(=O)(=O)Nc2c(C)nc3nc[nH]n3c2=O)c(C)c1
  -3%	-19
COc1ccc(N2CCN(C(=O)[C@H](Cc3c[nH]c4ccccc34)NC(C)=O)CC2)cc1
  8%	5
Cc1cc(-c2csc(N)n2)c(C)n1C
  5%	2
CC(NC(=O)c1ccc2c(c1)OCO2)c1cccc(C(F)(F)F)c1 (stereo unspecified)
  ?	.
O=C(COC(=O)CN1C(=O)C2CCCCC2C1=O)Nc1c(Cl)cccc1Cl (stereo unspecified)
  ?	.

# A portion of the library. The share of hits here may be higher or lower than overall.
